# Screening data deposited in PubChem BioAssay by Sanford-Burnham Center for Chemical Genomics.
# hIAP activ – human IAP activators, primary screen, biochemical, luminescence, uHTS; Intestinal-type alkaline phosphatase (Homo sapiens), P09923; purified human IAP, CDP-Star luminescence, 30 min; stronger effect = higher value; 1 = vehicle-only enzyme, 0 = enzyme-free background; activation factor at 10 µM; hit rate 0.16% among 330,000;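 active = activation factor of the enzyme at least 2-fold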; also: the source names both 10 and 20 µM as test concentration; values of inactives mirror those of a sister screen read the other way
# Target sequence (P09923 whole entry, looked up): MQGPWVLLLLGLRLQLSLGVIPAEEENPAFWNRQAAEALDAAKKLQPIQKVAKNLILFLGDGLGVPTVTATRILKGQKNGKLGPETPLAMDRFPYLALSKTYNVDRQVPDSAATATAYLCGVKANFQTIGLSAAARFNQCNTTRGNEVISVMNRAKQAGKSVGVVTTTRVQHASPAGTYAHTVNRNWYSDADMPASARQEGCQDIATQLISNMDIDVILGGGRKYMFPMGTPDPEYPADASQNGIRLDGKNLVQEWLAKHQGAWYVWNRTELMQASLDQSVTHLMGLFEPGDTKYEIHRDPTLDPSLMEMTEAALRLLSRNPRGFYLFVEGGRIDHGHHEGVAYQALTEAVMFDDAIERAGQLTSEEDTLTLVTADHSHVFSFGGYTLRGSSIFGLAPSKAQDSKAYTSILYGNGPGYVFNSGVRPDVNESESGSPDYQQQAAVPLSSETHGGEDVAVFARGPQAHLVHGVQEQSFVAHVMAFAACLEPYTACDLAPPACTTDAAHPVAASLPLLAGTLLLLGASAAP
# APOBEC3A inh – APOBEC3A ssDNA deaminase inhibitors, primary screen, selectivity assay for APOBEC3G inhibitor project, biochemical, FAM/TAMRA oligo cleavage fluorescence; DNA dC->dU-editing enzyme APOBEC-3A (Homo sapiens), P31941; recombinant A3A, FAM/TAMRA ssDNA deamination fluorescence; inhibition, % at 20 µM; hit rate 0.41% among 330,000;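 active = at least 40% inhibition at 20 µM here, with at most 30% in a related deaminase screen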;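 also: plate controls were A3A with DMSO for no effect and wells lacking A3A enzyme for full effect; some results filed as inactive read as strong as hits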
# Target sequence (P31941 whole entry, looked up): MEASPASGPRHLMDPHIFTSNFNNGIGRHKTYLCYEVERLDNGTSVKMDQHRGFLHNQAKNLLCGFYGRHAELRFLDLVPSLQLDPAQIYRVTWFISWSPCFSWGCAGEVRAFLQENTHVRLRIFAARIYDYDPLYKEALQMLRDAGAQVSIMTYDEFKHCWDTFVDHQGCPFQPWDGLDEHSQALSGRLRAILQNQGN
# MIN6 prolif – inducers of MIN6 beta-cell proliferation, primary screen, ATP luminescence, uHTS; MIN6 cells proliferation, ATPlite luminescence, 48 h; cells starved in 0.2% serum; 100% = growth in 10% serum; proliferation, % at 10 µM; hit rate 0.29% among 330,000;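 active = compounds whose signal lies at least 3.5 SD above the mean of all wells on their plate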;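 also: 0% = DMSO-treated cells in low-serum medium and 100% = 10% serum control; some compounds called inactive have numbers as strong as hits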
# hIAP inh – human IAP inhibitors, primary screen, biochemical, luminescence, uHTS; Intestinal-type alkaline phosphatase (Homo sapiens), P09923; purified IAP, CDP-Star luminescence, 30 min; inhibition, % at 10 µM; hit rate 0.12% among 330,000; AID 2544, 2010;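 active = inhibition reaching a set limit with compound at 10 µM in the primary screen, cut at about 35% in these data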;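 also: plate controls were DMSO wells with enzyme for no effect and no-enzyme buffer wells for full effect; values of inactives mirror those of a sister screen read the other way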
# MPTP inh – mitochondrial permeability transition pore inhibitors, primary screen, biochemical, isolated mouse mitochondria, absorbance. Ca2+ swelling absorbance, 30 min. inhibition, % at 10 µM. hit rate 1.4% among 360,000;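 active = inhibition of 50% or more, scaled per plate between neutral and stimulator controls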;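 also: 0% = DMSO wells given calcium and 100% = 1 mM EGTA wells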
# NR3A LBD binder – binders of NR3A ligand-binding domain, primary screen, biophysical, differential scanning fluorimetry, uHTS; Glutamate receptor ionotropic, NMDA 3A (GRIN3A) ligand-binding domain; NR3A LBD differential scanning fluorimetry, Tm shift; 0% = protein alone, 100% = glycine-bound protein; Tm shift relative to glycine control, % at 25 µM; hit rate 2.5% among 340,000; AID 1259313, 2017;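 active = melting temperature shift of at least 10% of the positive control shift, at one fixed dose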
# mIAP act – activators of mouse IAP, primary screen, biochemical, luminescence, uHTS. hit rate 0.24% among 330,000. activation factor at 10 µM. intestinal alkaline phosphatase [Mus musculus]. muIAP, CDP-Star luminescence, 30 min; stronger effect = higher value; 1 = vehicle-only enzyme signal, 0 = enzyme-free wells. AID 2805, 2010;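 active = activation factor of at least 2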; also: the source names both 10 and 20 µM as test concentration; values of inactives mirror those of a sister screen read the other way
#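 Assay system: mouse IAP enzyme; Reagent: CDP-Star chemiluminescent phosphatase substrate; Compound: DMSO-dissolved test compounds; Incubation: 30 min, room temperature; Technique: luminescence from enzymatic CDP-Star hydrolysis; Controls: DMSO-only wells and no-enzyme negative control.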
# APOBEC3G inh – APOBEC3G DNA deaminase inhibitors, primary screen, biochemical, fluorescence, single-stranded DNA substrate, uHTS; DNA dC->dU-editing enzyme APOBEC-3G (Homo sapiens), Q9HC16; recombinant A3G, ssDNA deamination FAM/TAMRA fluorescence; inhibition, % at 20 µM; hit rate 0.28% among 330,000;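 active = inhibition of at least 40% at 20 µM, with no more than 30% in the related APOBEC3A deaminase screen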;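 also: plate controls were DMSO wells with A3G for no effect and wells lacking A3G enzyme for full effect; some compounds called inactive have numbers as strong as hits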
# Target sequence (Q9HC16 whole entry, looked up): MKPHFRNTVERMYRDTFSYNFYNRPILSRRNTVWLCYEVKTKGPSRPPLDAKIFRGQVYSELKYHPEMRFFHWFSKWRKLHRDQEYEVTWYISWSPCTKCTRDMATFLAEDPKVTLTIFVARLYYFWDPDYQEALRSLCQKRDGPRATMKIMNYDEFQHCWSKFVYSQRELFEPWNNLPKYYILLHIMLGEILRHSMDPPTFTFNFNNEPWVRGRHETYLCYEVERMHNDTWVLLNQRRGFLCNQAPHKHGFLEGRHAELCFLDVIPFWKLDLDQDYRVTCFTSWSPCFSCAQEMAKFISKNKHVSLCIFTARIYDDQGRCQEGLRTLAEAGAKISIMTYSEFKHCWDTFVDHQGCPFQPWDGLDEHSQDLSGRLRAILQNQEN
# mIAP inh – inhibitors of mouse IAP, primary screen, biochemical, luminescence, uHTS; hit rate 0.2% among 330,000; inhibition, % at 10 µM; AID 2806, 2010; purified mouse IAP, CDP-Star luminescence, 30 min;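 active = inhibition of at least 40% at 10 µM in the primary screen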;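 also: plate controls were DMSO with enzyme for no effect and no enzyme wells for full effect; values of inactives mirror those of a sister screen read the other way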
# * = called active by the depositor; / = no result given. Outcome played no part in choosing rows (roughly 5% active in at least one column).
SMILES,hIAP activ,APOBEC3A inh,MIN6 prolif,hIAP inh,MPTP inh,NR3A LBD binder,mIAP act,APOBEC3G inh,mIAP inh
Cc1cc(-n2c(SCCC#N)nnc2-c2cccnc2)ccc1Cl,0.985,-2.5,-4.1,1.5,0.5,0.9,0.922,-5.4,7.8
c1ccc(Cn2c(CN3CCCC3)nc3ccccc32)cc1,0.979,6.0,-1.4,2.1,-0.3,0.0,1.07,-3.3,-6.6
COc1ccc(/C=C(\C#N)C(=O)OCC(=O)NC2CC2)cc1,1.2,-0.7,0.0,-20.0,-1.8,-0.9,1.04,-8.8,-4.1
CC(=O)c1c(N2CCN(Cc3ccccc3)CC2)nc(=S)n(-c2ccccc2)c1C,1.05,-4.6,1.4,-5.3,-1.2,-0.6,1.02,-5.7,-1.8
CSc1ncc2c(n1)-c1cc(C)ccc1SC2,1.11,-4.0,-4.7,-10.8,-0.6,-0.9,0.871,-4.7,12.9
O=C(COC(=O)c1ccccc1F)Nc1ccc2c(c1)OCCO2,0.76,-2.9,2.8,24.0,-0.2,1.7,1.02,-10.2,-1.8
CC1CCN(C(C)C(=O)Nc2cc(S(=O)(=O)N3CCCCC3)ccc2Cl)CC1 (centres undefined),1.03,0.2,-7.6,-3.3,-0.4,0.1,1.09,-1.1,-9.0
CC1CCc2c(sc(/N=C/c3cccnc3)c2C(N)=O)C1 (centres undefined),0.951,-2.4,-1.8,4.9,2.0,11.0*,0.957,-3.1,4.3
CCN(CC)C(=O)Cn1c(=O)n(CCCC(=O)NCc2ccccc2)c(=O)c2sccc21,0.983,4.4,-1.0,1.7,1.2,-0.5,0.972,-5.9,2.8
O=C(CN(C(=O)c1cccc([N+](=O)[O-])c1)C1CCCCC1)Nc1ccc(Cl)c([N+](=O)[O-])c1,1.01,-6.9,-4.2,-1.0,45.0,5.9,0.984,-8.4,1.6
CN(C)S(=O)(=O)c1cccn1-c1ncc(C(F)(F)F)cc1Cl,1.11,-2.9,-3.1,-11.1,-1.4,0.9,1.03,-5.1,-3.2
O=S(=O)(c1ccc(N2CCN(CCO)CC2)nc1)N1CCOCC1,0.988,-1.5,-1.8,1.2,-0.1,-1.2,0.953,-9.3,4.7
CCCCC(=O)O[C@H]1CC[C@H]2[C@@H]3CCc4cc(O)ccc4[C@H]3CC[C@]12C,0.839,-1.7,-7.6,16.1,-3.2,-8.0,0.932,-4.2,6.8
COc1ccc(C2CC(=O)C3=C(C2)Nc2ccccc2N(C(=O)C2CC2)C3c2cccnc2)cc1OC (centres undefined),0.914,0.6,-1.5,8.6,-1.6,0.0,1.01,-1.2,-1.2
O=C(CCC(=O)N(CC(=O)NC1CCCC1)c1cccc(F)c1)Nc1nccs1,1.05,-0.7,11.2,-4.9,0.3,-0.2,1.01,-6.7,-1.0
COc1ccc(NC(=O)CSc2ncnc3c2sc2ccccc23)c(OC)c1,1.14,-2.2,2.2,-14.1,2.8,15.5*,0.897,-1.4,10.3
CCOC(=O)c1ccc(NC(=O)CCn2c(=O)oc3ccccc32)cc1,1.1,-1.7,1.7,-9.6,0.1,2.4,1.03,-4.0,-2.8
Cc1noc(C)c1COC(=O)c1ccc(F)c(S(=O)(=O)N2CCCCC2)c1,0.934,2.1,-1.0,6.6,-1.3,2.0,0.998,-0.7,0.2
COc1ccc(NC(=O)C(c2cc3c(cc2[N+](=O)[O-])OCO3)N2CCN(C=O)CC2)cc1 (centres undefined),0.985,4.3,-1.4,1.5,-2.3,4.4,0.842,-3.5,15.8
CCC(C)c1ccccc1NC(=O)C(C)OC(=O)CN1C(=O)NC(C)(C)C1=O (centres undefined),0.936,0.1,1.4,6.4,0.5,1.2,1.03,-11.6,-3.4
COc1cc(/C=N\NC(=O)c2ccc(Cn3nc([N+](=O)[O-])c(Cl)c3C)o2)ccc1O,1.42,-6.1,-1.6,-41.9,1.4,-7.8,1.08,-10.1,-8.5
C=CCn1c(SCC(=O)OC)nc2sc3c(c2c1=O)CCN(C)C3,1,3.0,0.0,-0.2,/,/,0.975,0.9,2.5
C[C@]12CC[C@@H]3c4ccc(O)cc4CC[C@H]3[C@@H]1CC[C@@H]2OC(=O)CCC(=O)O,0.94,2.4,-4.2,6.0,0.2,0.8,1.02,-3.2,-2.1
CC1COc2ccccc2N1S(=O)(=O)c1ccccc1 (centres undefined),0.786,-1.5,-2.4,21.5,-0.8,-0.8,1.05,-6.4,-4.6
CC(C)(C)NC(=O)CCc1nnc(Cc2c[nH]c3ccccc23)o1,0.986,-1.6,-0.2,1.4,-0.6,-0.8,1.05,-2.9,-4.7
CC1=C(C(=O)N2CCCC(CCC(=O)NCc3ccccc3F)C2)OCCO1 (centres undefined),1.1,-5.8,-3.0,-10.2,-1.4,-1.1,1.12,-5.6,-12.2
C=CC[C@H](CC(=O)N[C@H](CO)Cc1ccccc1)C(=O)N[C@@H](COC(=O)[C@@H](CC=C)CC(=O)OC(C)(C)C)Cc1c[nH]c2ccccc12,1.04,-0.7,-5.1,-3.8,1.3,-10.1,1.08,-7.9,-8.4
O=C1CCCN1CC1CCCN(Cc2nc(COc3ccccc3)no2)C1 (centres undefined),0.888,0.6,-2.0,11.2,-4.3,-1.5,0.953,-14.6,4.7
CC(C)(C)Nc1ncnc2c1cnn2-c1ccccc1,0.902,-2.2,-2.0,9.8,0.1,-0.9,1.06,-2.2,-6.2
CCNc1nc(NCC)nc(N(C#N)CCOc2ccccc2)n1,1.08,-4.4,-0.8,-7.7,1.8,1.0,1.06,-3.7,-5.7
CC1CCN(C(=O)COC(=O)c2ccc([N+](=O)[O-])o2)CC1,0.935,2.1,2.2,6.5,-2.8,0.9,0.99,-3.9,1.0
CCOc1ccc(-n2c(Cc3cc(=O)[nH]c(=O)[nH]3)nnc2SCC(=O)OC)cc1,0.854,0.4,1.2,14.6,-0.9,-0.3,0.995,-1.2,0.5
O=C(Nc1ccc2c(c1)Cc1ccccc1-2)c1cccnc1,1.22,3.6,0.2,-22.3,0.4,21.4*,1.06,3.5,-5.7
O=C(OCCN1CCN(C2=NS(=O)(=O)c3ccccc32)CC1)c1ccccc1F,0.938,5.0,-6.2,6.2,-1.8,-0.6,1.09,-3.1,-9.5
CN(C(=O)CSc1nnc(-c2ccncc2)n1-c1ccccc1)C1CCS(=O)(=O)C1 (centres undefined),0.902,-0.7,-3.3,9.8,-1.3,-0.1,0.997,-8.1,0.3
S=c1[nH]ccn1-c1cccc(Cl)c1Cl,1.1,8.9,-3.2,-9.6,1.2,6.6,1.02,7.3,-2.3
CC(C)Cc1cc(C(=O)Nc2c(F)cc(F)cc2Br)no1,0.944,-3.1,4.4,5.6,1.6,-1.4,1.02,-8.5,-2.5
CC(C)OC(=O)CSc1nnc(-c2cccnc2)n1N,0.893,-1.8,-3.4,10.7,-1.3,-1.1,1.01,-6.3,-1.1
Cc1ccc(NS(=O)(=O)c2cc(C(=O)O)ccc2Cl)c(C)c1,1.04,-4.9,-4.6,-4.5,1.2,0.0,1,-7.5,-0.3
O=C(CSc1nc2[nH]c(=O)cc(O)c2s1)Nc1ccc(Cl)c(C(F)(F)F)c1,1.02,2.5,-7.7,-1.9,0.2,11.9*,0.782,-4.3,21.8
COc1cc(-c2nn3c(-c4ccccc4)nnc3s2)cc(OC)c1OC,0.854,0.0,2.7,14.6,1.5,-1.1,1.06,2.7,-6.3
CC(C(=O)N1CCN(c2ccccc2F)CC1)c1ccc([N+](=O)[O-])cc1 (centres undefined),1.11,-3.1,-3.0,-11.4,-0.1,1.6,0.882,0.8,11.8
CC(C)OC(=O)C1C2C=CC3(CN(C(C)c4ccc(Br)cc4)C(=O)C13)O2 (centres undefined),1,-0.1,0.1,-0.3,0.9,-2.1,0.962,-3.3,3.8
c1ccc(-c2nn3c(Cn4cnc5ccccc54)nnc3s2)cc1,0.81,10.5,-2.4,19.0,-1.4,0.9,0.673,48.9*,32.7
Nc1ncnc(Oc2cccc(C(F)(F)F)c2)c1[N+](=O)[O-],0.991,-1.6,-3.8,0.9,6.6,-1.5,1.04,-1.8,-3.8

# Shown bar-delimited: entries from further up.
canonical_smiles | hIAP activ | APOBEC3A inh | MIN6 prolif | hIAP inh | MPTP inh | NR3A LBD binder | mIAP act | APOBEC3G inh | mIAP inh
c1ccc(-c2nn3c(Cn4cnc5ccccc54)nnc3s2)cc1 | 0.81 | 10.5 | -2.4 | 19.0 | -1.4 | 0.9 | 0.673 | 48.9* | 32.7
CC(C)Cc1cc(C(=O)Nc2c(F)cc(F)cc2Br)no1 | 0.944 | -3.1 | 4.4 | 5.6 | 1.6 | -1.4 | 1.02 | -8.5 | -2.5

# (next part)
SMILES,hIAP activ,APOBEC3A inh,MIN6 prolif,hIAP inh,MPTP inh,NR3A LBD binder,mIAP act,APOBEC3G inh,mIAP inh
CC(C)c1cccc(O)c(=O)c1,0.885,0.7,-6.0,11.5,0.0,-0.5,0.943,24.2,5.7
CCCCOC(=O)CCc1c(C)[nH]c(=O)c(C#N)c1C,0.93,-4.7,-2.0,7.0,1.8,-0.4,0.926,-4.7,7.4
c1ccc(CSc2nc3ncccn3n2)cc1,0.978,-1.3,1.3,2.2,-0.7,1.1,0.983,-4.1,1.7
CCCCCCn1c(CN2CCCCC2C)nc2c1c(=O)n(C)c(=O)n2C (centres undefined),1.24,-2.6,-1.3,-24.0,0.5,0.6,1.03,-3.9,-3.3
Cc1ccc(S(=O)(=O)NCC(=O)N2CCOCCOCCOCCOCC2)cc1,1.11,-1.3,0.0,-11.4,-1.7,-1.6,0.967,-2.7,3.3
CN(Cc1ccccc1)c1ncc(C=O)s1,0.939,2.9,3.4,6.1,-1.3,1.7,0.945,-10.3,5.5
N#Cc1cccc(NC(=O)CNC(=O)Cc2ccccc2)c1,0.903,-2.5,-1.1,9.7,-1.2,-1.8,1.04,-8.4,-4.1
Cc1ccccc1Cn1c(=O)[nH]c2ccccc21,1.17,-1.5,-1.3,-16.6,-0.8,2.6,1.03,0.0,-3.2
O=C(NCCCO)c1cc2c([nH]c3ccccc32)c(-c2ccccc2)n1,0.846,-4.2,1.1,15.4,-0.8,-4.2,0.923,-9.0,7.7
Cc1cc(NC(=O)CCC(=O)N(Cc2cccs2)C(C(=O)NC2CCCC2)c2cccnc2)no1 (centres undefined),0.994,0.4,-0.5,0.6,0.3,1.5,0.936,-5.9,6.4
CCOc1ccc(S(=O)(=O)Nc2cccc(Cl)c2)cc1,1.07,-1.6,-1.9,-6.9,5.7,-7.7,0.948,-3.7,5.2
Cn1c(N)c(S(=O)(=O)NCc2ccccc2Cl)c(=O)n(C)c1=O,1.02,2.1,-2.5,-1.6,1.3,0.3,1.15,2.0,-15.1
O=C(Cn1c(=O)[nH]c2ccccc2c1=O)Nc1ccc2c(c1)OCCO2,0.868,0.3,-4.4,13.2,0.8,1.6,1,-2.3,-0.5
